# CXCR6 inh: CXCR6 receptor inhibitors, primary screen, cell-based, beta-arrestin, luminescence, CHO-K1 PathHunter, 1536-well | inhibition, % at 20 µM | hit rate 0.36% among 360,000 | AID 602244, 2012; in the data active means inhibition above about 34%, passing the limit was not always enough;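 further: antagonist mode with CXCL16 agonist at 10 nM final; 0% = 10 nM CXCL16 with DMSO and 100% = unstimulated wells without agonist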
# Target sequence (O00574 whole entry, looked up): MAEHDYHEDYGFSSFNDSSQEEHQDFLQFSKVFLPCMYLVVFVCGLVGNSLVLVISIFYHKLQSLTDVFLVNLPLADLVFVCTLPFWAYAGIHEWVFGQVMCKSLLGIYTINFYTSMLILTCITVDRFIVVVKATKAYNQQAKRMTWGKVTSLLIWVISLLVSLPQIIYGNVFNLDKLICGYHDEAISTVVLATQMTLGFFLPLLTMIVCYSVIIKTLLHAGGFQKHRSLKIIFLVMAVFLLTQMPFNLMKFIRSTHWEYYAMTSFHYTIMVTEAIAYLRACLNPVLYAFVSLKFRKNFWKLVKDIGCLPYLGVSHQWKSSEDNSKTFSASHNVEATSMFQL
# Jurkat NFkB inh: inhibitors of induced NF-kB luciferase reporter, primary screen, TCR NF-kB activation inhibitor project, cell-based, luminescence, uHTS; hit rate 0.53% among 330,000; inhibition, % at 4 µM; Jurkat, PMA/ionomycin-induced NF-kB luciferase reporter; AID 435003, 2010; in the data active means inhibition above about 50%
# CHOP UPR activ: activators of apoptotic CHOP UPR arm, primary screen, cell-based, CHO-CHOP luciferase reporter, luminescence, uHTS; hit rate 0.34% among 330,000; activation, % at 10 µM; UPR activation; percent of tunicamycin response over DMSO baseline;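 active means at 10 µM dose, activation of 40% or more, normalized to positive control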;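 further: 100% = tunicamycin at 10 µg/mL and 0% = DMSO alone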
#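 System: CHO CHOP reporter cells. Amount: 500 cells per well. Buffer or medium: F12 medium, 10% FBS. Compound dosing: one dose, 10 µM in 0.5% DMSO. Incubation: 6 h compound exposure at 37 °C after overnight seeding. Technique: Steady-Glo luciferase luminescence. Benchmarks: tunicamycin and DMSO controls.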
# Mdm2-MdmX inh: inhibitors of human Mdm2-MdmX association, primary screen, cell-based, luminescence, split luciferase, SaOS-2, uHTS. Protein Mdm4 (Homo sapiens) + E3 ubiquitin-protein ligase Mdm2 (Homo sapiens), …. SaOS-2 split-luciferase Mdm2/MdmX complementation. inhibition, % at 8 µM. hit rate 3% among 330,000. AID 485346, 2010;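 active means inhibition of at least 50% at 8 µM in the primary screen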
# 697 NFkB inh: inhibitors of PMA/ionomycin-induced NF-kB reporter, 697 cells, primary screen, B-cell NF-kB inhibitor project, cell-based, luminescence, uHTS. 697 B-cell NF-kB luciferase reporter, 16 h. inhibition, % at 4 µM. hit rate 0.33% among 330,000. AID 435022, 2010; in the data active means inhibition above about 35%
# XBP1 UPR activ: activators of adaptive XBP1 UPR arm, primary screen, cell-based, CHO-XBP1 luciferase reporter, luminescence, uHTS. IRE1-XBP1 UPR activation; percent of tunicamycin response, DMSO as zero. hit rate 0.33% among 330,000. activation, % at 20 µM;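 active means versus positive control, 20 µM dose yields 30% or more activation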;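 further: 100% = tunicamycin at 10 µg/mL and 0% = DMSO only wells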
#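 Signal: luciferase luminescence; Assay system: CHO-XBP1 luciferase reporter cells; Amount: one thousand reporter cells per well; Dosing: 20 µM single concentration, DMSO 1%; Benchmarks: high control tunicamycin 10 µg/mL final, low control DMSO vehicle only; Schedule: 6 h compound exposure at 37 °C, 5% CO2; Evaluation: percent activation relative to tunicamycin reference.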
# CCR6 antagonist: CCR6 receptor antagonists, primary screen, cell-based, CHO-K1, luminescence, beta-arrestin, uHTS; CHO-K1 CCR6 PathHunter beta-arrestin, CCL20-stimulated; inhibition, % at 20 µM; hit rate 0.49% among 340,000; AID 493098, 2011;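 active means compounds whose inhibition of the agonist-driven luminescence signal at 20 µM reaches about 50%, limit read from the data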;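 further: cells stimulated with CCL20 at 14 nM final; plate controls were DMSO with CCL20 for no effect and DMSO without agonist for full effect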
# Target sequence (P51684 whole entry, looked up): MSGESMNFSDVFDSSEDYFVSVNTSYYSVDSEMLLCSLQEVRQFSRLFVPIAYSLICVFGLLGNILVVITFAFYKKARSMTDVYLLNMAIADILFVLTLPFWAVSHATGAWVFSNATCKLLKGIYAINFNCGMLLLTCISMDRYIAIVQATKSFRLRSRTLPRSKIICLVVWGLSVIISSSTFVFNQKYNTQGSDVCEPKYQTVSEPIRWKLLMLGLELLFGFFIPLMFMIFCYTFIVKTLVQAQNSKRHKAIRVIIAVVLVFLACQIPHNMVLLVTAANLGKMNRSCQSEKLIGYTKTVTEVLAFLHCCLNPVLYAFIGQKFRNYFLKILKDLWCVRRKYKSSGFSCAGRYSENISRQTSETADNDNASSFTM
# Gli-Sufu antag: Gli-Sufu pathway antagonists, primary screen, luciferase luminescence, Sufu-KO-LIGHT cells, uHTS. Sufu-KO-LIGHT fibroblasts, Gli luciferase reporter luminescence. AID 588413, 2011. inhibition, % at 5 µM. hit rate 0.74% among 340,000;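 active means inhibition above about 55%, limit read from the data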;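 further: 0% = DMSO-treated cells and 100% = wells with medium but no cells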
# EBI2 block: EBI2 receptor antagonists, beta-arrestin recruitment, primary screen, cell-based, luminescence, 7a,25-OHC stimulation, uHTS; hit rate 0.81% among 360,000; 7a,25-OHC stimulated; G-protein coupled receptor 183 (Homo sapiens), P32249; inhibition, % at 5 µM; in the data active means inhibition above about 38%;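 further: enzyme fragment complementation signal reports receptor beta-arrestin coupling in cells; 0% = agonist plus DMSO wells and 100% = wells without agonist; some results beyond the cut were filed as inactive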
# Target sequence (P32249 whole entry, looked up, the tested form may be a part): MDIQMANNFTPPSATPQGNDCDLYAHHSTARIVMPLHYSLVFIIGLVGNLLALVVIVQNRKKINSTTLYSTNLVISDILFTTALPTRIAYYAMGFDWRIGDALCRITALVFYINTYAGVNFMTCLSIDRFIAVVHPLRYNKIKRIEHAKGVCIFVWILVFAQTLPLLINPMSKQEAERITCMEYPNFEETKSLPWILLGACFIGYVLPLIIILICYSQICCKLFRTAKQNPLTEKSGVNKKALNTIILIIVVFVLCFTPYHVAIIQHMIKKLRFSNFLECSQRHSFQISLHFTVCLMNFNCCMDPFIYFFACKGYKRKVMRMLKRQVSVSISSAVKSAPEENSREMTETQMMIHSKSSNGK
# Active calls of the source: *; . = not tested or not shown.
SMILES,CXCR6 inh,Jurkat NFkB inh,CHOP UPR activ,Mdm2-MdmX inh,697 NFkB inh,XBP1 UPR activ,CCR6 antagonist,Gli-Sufu antag,EBI2 block
COC(=O)c1ccc2c(=O)n(-c3ccccc3F)c(=S)[nH]c2c1,7.8,-0.6,4.7,-38.7,-10.0,0.5,11.2,4.7,-17.5
c1ccc(-c2nnc(CSc3nnc(-c4cccs4)o3)o2)cc1,4.4,14.3,-0.6,0.4,10.3,2.5,-1.4,0.9,-6.2
C/C(CC1CC(C)OC1=O)=N\NC(N)=S (stereo not drawn),-7.0,5.5,-0.4,-6.4,13.0,-0.4,5.9,-2.2,6.4
CC(C)c1ccc(S(=O)(=O)N2CCCCC2)cc1,-1.8,2.5,-0.5,17.5,14.5,-0.6,14.8,1.2,-9.4
O=C(Nc1nnc(-c2ccccc2)s1)c1cc(S(=O)(=O)N2CCOCC2)c(Cl)cc1Cl,-14.5,8.9,0.1,20.2,-4.4,-1.1,-8.3,-6.9,26.7
COC(C[C@H](O)C[C@@H](O)COCc1ccccc1)OC,-4.7,9.9,0.0,9.0,21.9,14.8,12.1,-5.1,-16.0
Cc1ncc(CO)c2cc(C(=O)Nc3ccccc3Cl)c(=Nc3cccc(C(N)=O)c3)oc12,10.9,19.4,-0.4,39.0,6.7,-7.7,20.6,4.2,-9.8
Cc1ccc2c(c1)C(=O)C(=O)N2CC(=O)Nc1ccc(N2CCOCC2)cc1,-3.9,4.9,-1.6,19.0,-8.1,-1.0,-0.7,0.5,-3.8
COc1ccc2c(=O)c(N3C(=O)c4ccccc4C3=O)c(C)oc2c1,5.7,6.3,-2.8,25.8,11.2,-3.1,-1.5,0.9,4.3
COCc1cc(C)nc(OCC(=O)N/N=C/c2ccccc2)c1C#N,-7.3,-3.0,-1.9,-9.0,16.4,-1.2,-7.7,3.7,22.3
N=c1n(CCN2CCCCC2)c2ccccc2n1CC(=O)c1ccc(Cl)c(Cl)c1,11.9,-5.7,0.9,41.9,-11.8,-1.3,26.4,13.0,16.8
CC(=O)c1cccc(NC(=O)CCCSc2ccccc2)c1,-3.6,-59.0,2.7,5.2,-25.6,0.8,16.8,-15.5,-7.6
CN(C)CCCNC(=O)c1ccc(-c2ccccc2)cc1,-2.0,-9.9,2.4,16.6,9.2,0.5,-5.8,0.3,-4.4
CN(CC(=O)Nc1sccc1C#N)Cc1ccccc1,-2.0,-4.8,1.7,17.6,-7.6,0.0,-11.9,1.0,-2.8
CC(NC(N)=O)C(=O)OCc1ccc(Cl)cc1Cl (stereo not drawn),-4.9,0.6,7.8,-36.5,-16.1,-3.8,-10.5,2.6,-6.2
CCOc1ccc(C(=O)Nc2ccccc2OC(F)F)cc1,-11.6,-11.8,4.0,10.0,-0.7,1.0,6.6,-7.0,-7.6
O=C(COC(=O)c1ccc(Br)cc1)NCCC1=CCCCC1,-4.6,-7.0,1.3,10.1,15.2,3.3,3.9,-0.1,0.6
COc1ccc(C(=O)NNC(=O)c2ccncc2)cc1[N+](=O)[O-],3.2,5.0,-1.5,15.8,10.5,-4.5,2.6,2.0,-5.2
O=S(=O)(N1CCOCC1)n1c(Cc2ccccc2)nc2ccccc21,4.3,-14.3,-1.2,-14.5,-12.6,-2.2,-4.7,2.5,2.4
COC(=O)C1=CO[C@@H](O[C@@H]2O[C@H](CO)[C@@H](O)[C@H](O)[C@H]2O)C2C1C=C[C@@]2(O)CO (stereo partly drawn),9.4,-0.2,-0.8,6.7,5.8,-0.6,-0.5,15.8,-1.3
CCN(CC#CCC(O)(c1ccccc1)C1CCCC1)C(C)C (stereo not drawn),-3.7,9.4,0.2,21.9,-10.7,-3.0,18.4,10.9,1.0
COc1ccc(/C=C2\Sc3ccc(C(=O)N4CCc5ccccc5C4)cc3N(C)C2=O)cc1,.,-0.9,2.4,-13.8,-3.8,-3.1,.,.,.
CCc1ccccc1NC(=O)CCN1C(=O)C2CC=CCC2C1=O (stereo not drawn),3.7,-1.0,1.4,5.8,6.9,-2.8,2.2,-14.1,-1.8
O=C(OCC(=O)N(c1ccccc1)C1CCCCC1)c1ccc(CO)cc1,0.8,17.7,3.0,-9.4,-23.7,-0.5,3.6,5.0,35.8
CC1=C(C(=O)NCc2ccccn2)C2(CCC(C)CC2)OC1=O (stereo not drawn),-4.1,11.1,0.4,-11.5,-1.7,-0.8,4.6,-1.5,-4.3

# Next section
SMILES,CXCR6 inh,Jurkat NFkB inh,CHOP UPR activ,Mdm2-MdmX inh,697 NFkB inh,XBP1 UPR activ,CCR6 antagonist,Gli-Sufu antag,EBI2 block
O=C1c2ccccc2C(Nc2ccc3c(c2)OCCO3)N1Cc1ccc2c(c1)OCO2 (stereo not drawn),-4.9,13.3,-4.5,17.4,-12.0,-5.2,9.7,7.1,-0.7
COc1ccc2nc(SCC(=O)NCc3ccc4c(c3)OCO4)[nH]c2c1,5.8,-1.2,0.9,5.1,1.3,-0.7,19.8,-3.5,-12.9
Cc1cccc(NC(=O)C2CCN(C(=O)N3CCOc4ccccc43)CC2)c1C,2.1,3.6,1.5,14.7,0.4,-3.1,13.3,-3.5,1.0
Cc1nc2ccc(NC(=O)N3CCOCC3)cc2s1,-7.8,-28.3,0.0,-24.5,-22.5,0.1,7.8,-0.3,2.5
CCN(CC)S(=O)(=O)c1cccc(C(=O)NCC(=O)OCC(=O)NCc2ccccc2)c1,-1.1,-3.3,-1.1,23.6,22.4,-1.1,-0.1,3.3,-10.4
CC(C)Oc1ccc(C(=O)O)c(C(=O)O)c1,-3.0,-8.1,-1.2,22.4,5.4,-2.3,-7.3,-1.0,-20.4
CN1CCN(S(=O)(=O)c2cccc(C(=O)NC3CCCC3)c2)CC1,-8.8,0.7,0.5,14.5,14.9,-2.7,13.4,-7.9,-8.4
COCCN1C(=O)N[C@@H](c2ccccc2)C(C(=O)OC)=C1C,5.2,1.4,-3.2,-16.5,-18.6,-1.3,-8.7,-7.0,-6.0
Cc1cc(F)ccc1N1CCC(N2CCN(C)C(CCO)C2)CC1 (stereo not drawn),-7.0,-21.9,-1.9,20.5,-3.8,-1.8,-10.8,-3.7,-14.3
O=C(NCCN1CCOCC1)c1cccc(Br)c1,-3.6,3.8,3.7,11.7,21.5,1.5,-1.5,-1.4,-7.5
COCc1cc(CNC(=O)C2CCC(=O)N(Cc3ccccc3F)C2)[nH]n1 (stereo not drawn),4.1,6.8,2.0,26.4,2.3,2.2,6.2,-7.8,5.5
COc1ccc(CNS(=O)(=O)c2cc(CN3C(=O)c4cccnc4C3=O)ccc2OC)cc1,-1.4,9.3,1.2,-20.6,-5.5,-3.5,6.1,19.9,-8.8
COC(=O)[C@@H]1[C@@H](C)N(Cc2ccccc2)C(=O)N[C@H]1c1cccc(C(F)(F)F)c1,0.1,-1.3,-0.1,-11.0,-16.8,-1.3,13.6,-2.1,-6.7
Cc1c(C(=O)N2CCCCC2)c(S(=O)(=O)Nc2ccc(F)cc2F)c(C)n1C,0.1,-1.2,-2.7,18.3,8.0,-4.2,-3.8,-6.5,-11.4
O=C(COC(=O)COc1ccccc1F)Nc1ccc2c(c1)OCO2,-3.6,5.7,-1.0,-0.4,12.8,-0.6,0.8,-7.9,5.0
O=C(/C=C/c1cccc(Cl)c1)NCCc1ccccc1,-4.6,-7.2,4.8,-35.5,-9.5,0.0,20.6,-33.6,14.5
O=C(CN1C(=O)NC2(CCCC2)C1=O)NCc1ccco1,-1.5,-0.3,1.0,-10.4,-8.9,4.0,7.3,0.1,-7.9
CC(=O)c1ccccc1NC(=O)c1cc(S(=O)(=O)N2CCOCC2)ccc1N1CCCC1,1.4,-0.3,0.1,-3.0,5.5,0.9,6.9,-1.4,-0.5
O=C(OCn1nnc2ccccc2c1=O)C1=COCCO1,-0.9,-8.1,0.7,1.7,5.1,0.2,3.0,6.6,-7.3
CC(NC(=O)c1ccco1)C(=O)N1CCN(c2cccc(C(F)(F)F)c2)CC1 (stereo not drawn),2.8,-17.9,-1.1,0.8,3.8,-1.3,8.9,-10.6,-15.2
COc1ccc(CCC(=O)OCC(=O)NCc2ccc(OC)c(OC)c2)cc1OC,-16.3,-11.2,-0.4,-5.3,10.3,-1.1,4.0,6.7,-15.8
CCOC(=O)c1ccc(NC(=O)N2CCN(Cc3ccccc3)CC2)cc1,-3.9,-2.3,0.8,-23.6,1.1,-1.4,-3.7,-1.7,-7.3
CCC(C(=O)NCCCN1CCN(C)CC1)n1nc(C)n2c(cc3occc32)c1=O (stereo not drawn),2.4,0.7,-0.6,4.0,2.5,-4.9,5.7,-4.3,-7.2
Cc1ccc(/C=N/NC(=O)CNC(=O)COc2ccc(Cl)cc2)o1,1.3,13.9,3.0,8.2,16.2,-4.9,14.6,-7.7,12.1
COc1cccc(CNCc2cccc(Br)c2)c1OC,-3.0,-11.0,1.6,-20.6,6.5,-2.0,3.8,18.8,2.7

# Continued.
SMILES,CXCR6 inh,Jurkat NFkB inh,CHOP UPR activ,Mdm2-MdmX inh,697 NFkB inh,XBP1 UPR activ,CCR6 antagonist,Gli-Sufu antag,EBI2 block
CC(C)NS(=O)(=O)c1ccc(OCC(=O)N2CCc3ccccc3C2)cc1,-14.2,-6.7,0.5,23.0,17.4,-4.7,5.8,0.4,3.5
O=C(c1cc(COc2ccc(F)cc2Cl)on1)N1CCc2sccc2C1,-5.3,0.9,1.0,3.5,-19.6,-2.5,10.3,-2.8,-8.6
CC(NCC(=O)Nc1ccccc1C(=O)NC1CC1)c1ccco1 (stereo not drawn),-9.7,-5.6,3.0,-8.9,20.0,-4.6,4.1,-3.5,2.6
C[C@@H]1CN(C(=O)c2cc(COc3cccc(C(F)(F)F)c3)on2)C[C@H](C)O1,-0.1,-78.3,2.9,-67.7,-92.4,0.7,14.8,5.4,0.1
CS(=O)(=O)N(Cc1ccccc1)c1ccc(C(=O)N2CCN(c3cccc(Cl)c3)CC2)cc1,-4.6,-0.6,6.8,23.3,17.6,3.7,1.8,2.8,22.0
CSCC[C@H](NC(=O)COc1ccc(Cl)cc1)C(=O)N1CCC2(CC1)NCCc1[nH]cnc12,-6.4,-1.6,2.1,16.2,4.3,-2.3,6.8,-0.2,2.6
NC(=O)Cc1ccc2sc(-c3ccccc3)nc2c1,-10.8,.,.,.,.,.,12.3,-81.2,-10.9

# An excerpt from above in order of the Jurkat NFkB inh value, highest first:
Compound	Jurkat NFkB inh
O=C(c1cc(COc2ccc(F)cc2Cl)on1)N1CCc2sccc2C1	0.9
CCC(C(=O)NCCCN1CCN(C)CC1)n1nc(C)n2c(cc3occc32)c1=O (stereo not drawn)	0.7
Cc1cc(F)ccc1N1CCC(N2CCN(C)C(CCO)C2)CC1 (stereo not drawn)	-21.9

# Compound activity as filed in PubChem BioAssay.
